Screening results as filed in PubChem BioAssay.
V1R ag counter: agonists of human V1a receptor, primary screen, counter-screen for OXTR agonist project, fluorescence, CHO-V1R cells. Vasopressin V1a receptor (Homo sapiens), P37288. Fluo-8 calcium fluorescence, agonist mode; 0% DMSO, 100% 3 nM vasopressin. activation, % at 3 µM. 320,000 tested, 0.25% active. AID 2797, 2010;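 active = activation above the mean activation of all tested compounds plus 3 SD, per screening run, cut at about 20% in these data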;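 note: signal is peak over basal fluorescence ratio across a 100 second FLIPR read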
Target sequence (P37288 whole entry, looked up): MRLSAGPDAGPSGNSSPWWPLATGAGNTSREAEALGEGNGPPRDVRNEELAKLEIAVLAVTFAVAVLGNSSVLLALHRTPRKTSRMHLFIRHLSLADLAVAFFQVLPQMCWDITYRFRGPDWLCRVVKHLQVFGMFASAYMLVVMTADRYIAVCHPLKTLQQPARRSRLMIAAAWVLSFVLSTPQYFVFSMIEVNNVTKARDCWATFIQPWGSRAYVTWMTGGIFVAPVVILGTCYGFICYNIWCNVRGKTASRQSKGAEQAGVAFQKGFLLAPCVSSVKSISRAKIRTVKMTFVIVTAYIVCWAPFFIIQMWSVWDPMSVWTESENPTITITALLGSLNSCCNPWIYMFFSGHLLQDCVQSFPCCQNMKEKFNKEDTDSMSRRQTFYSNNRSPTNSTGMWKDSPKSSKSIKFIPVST
NALP1 yeast inh: NALP1 inflammasome inhibitors in reconstituted yeast, colorimetric, S. cerevisiae, triplicate retest; S. cerevisiae NALP1/ASC/caspase-1 growth, X-gal OD620, 72 h; inhibition, % at 10 µM; 280,000 tested, 0.61% active; AID 2071, 2009; in the data active = inhibition mostly above about 24%, no sharp cut-off; inactive = mostly below about 32%; note: some compounds called inactive have numbers as strong as hits
MEKK2wt PB1 HTS: modulators of MEK5 binding to wildtype MEKK2, primary screen, biochemical, multiplex bead flow cytometry, Alexa488-MEK5. Mitogen-activated protein kinase kinase kinase 2 (Homo sapiens), Q9Y2U5. Alexa488-MEK5 binding to MEKK2 WT; actives lie on both sides. binding response (% of control), % at 10 µM. 290,000 tested, 1.1% active. AID 1531, 2009; in the data active = binding response below about 67% or above about 130%
MEKK3 PB1 HTS: modulators of MEKK3-MEK5 PB1 binding, primary screen, biochemical, wildtype MEKK3, multiplex bead flow cytometry, Alexa488-MEK5. Mitogen-activated protein kinase kinase kinase 3 (Homo sapiens), Q99759. bead-based flow cytometry, Alexa488-MEK5 binding to MEKK3; actives lie on both sides; 0 = blocked by unlabeled MEK5, 100 = vehicle. binding response (% of control), % at 10 µM. 290,000 tested, 1.4% active. AID 1529, 2009;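 active = binding response more than 3 SD above or below the average of its plate-row segment, actives on both sides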;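 note: Alexa488 bead fluorescence after subtracting the streptavidin-only scavenger bead signal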
PHOSPHO1 inh: PubChem AID 1565; Phosphoethanolamine/phosphocholine phosphatase (Homo sapiens), Q8TCT1; recombinant PHOSPHO1, absorbance phosphatase assay; inhibition, % at 13.3 µM; 290,000 tested, 1.1% active; in the data active = inhibition above about 60%
Target sequence (Q8TCT1 whole entry, looked up): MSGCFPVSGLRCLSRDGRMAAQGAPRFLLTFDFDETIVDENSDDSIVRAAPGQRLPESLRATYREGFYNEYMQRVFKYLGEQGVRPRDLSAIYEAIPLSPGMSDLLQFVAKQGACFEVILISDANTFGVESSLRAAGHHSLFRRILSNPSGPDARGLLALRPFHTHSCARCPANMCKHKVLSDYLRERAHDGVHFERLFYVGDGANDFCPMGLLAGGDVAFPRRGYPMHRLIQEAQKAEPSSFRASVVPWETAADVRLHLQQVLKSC
GalR3 antagonist: GalR3 antagonists in HEK293 cells, primary screen, cell-based, fluorescence readout; Galanin receptor type 3 (Homo sapiens), O60755; HEK293 GalR3-CNG cAMP membrane potential fluorescence; galR3 body fused to GalR1 C-terminus; inhibition, % at 3 µM; 360,000 tested, 0.44% active;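 active = inhibition above the screen-wide average plus 3 SD, cut at about 13% in these data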;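 note: forskolin and galanin both at EC90 stimulate the cells; cAMP rise reported by CNG channel membrane potential dye signal; 0% = forskolin plus galanin with DMSO and 100% = forskolin alone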
MEKK2 mut-MEK5: MEK5 binding signal on mutant MEKK2 PB1, primary screen, biochemical, multiplex bead flow cytometry, Alexa488-MEK5; AID 1530, 2009; Alexa488-MEK5 binding to MEKK2 mutant; percent response, % at 10 µM; 290,000 tested, 0.35% active; in the data active = percent response above about 24%, passing the limit was not always enough; note: inactives centre near 1; some results filed as inactive read as strong as hits; reference of the scale not given here
GPR7 antag: GPR7 receptor antagonists, primary screen, cell-based, fluorescence, single concentration; AID 1861, 2009; Neuropeptides B/W receptor type 1 (Homo sapiens), P48145; 290,000 tested, 1.1% active; inhibition, % at 4.4 µM; GPR7-expressing cells, fluorescence antagonist assay; in the data active = inhibition above about 16%, passing the limit was not always enough;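 note: cells stimulated with the agonist NPW; 0% = agonist with vehicle and 100% = vehicle without agonist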
Target sequence (P48145 whole entry, looked up): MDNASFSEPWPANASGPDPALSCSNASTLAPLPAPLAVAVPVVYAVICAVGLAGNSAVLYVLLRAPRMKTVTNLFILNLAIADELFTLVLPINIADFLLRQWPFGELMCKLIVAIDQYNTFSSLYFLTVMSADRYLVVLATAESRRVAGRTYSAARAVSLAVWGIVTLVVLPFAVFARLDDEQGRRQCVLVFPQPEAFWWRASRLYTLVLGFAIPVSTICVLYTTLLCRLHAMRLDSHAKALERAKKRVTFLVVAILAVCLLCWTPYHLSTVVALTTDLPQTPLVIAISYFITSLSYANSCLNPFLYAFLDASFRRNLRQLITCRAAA
OXTR agonist: human OXTR agonists, primary screen, fluorescence, CHO-OTR cells, Fluo-8 calcium. activation, % at 3 µM. Oxytocin receptor (Homo sapiens), P30559. Fluo-8 calcium fluorescence; normalized: DMSO 0%, oxytocin 100%. AID 2435, 2010. 320,000 tested, 0.32% active;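 active = activation above the mean of all tested compounds plus 3 SD, cutoff set per screening run, cut at about 20% in these data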;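 note: peak over basal fluorescence ratio from a 100 s FLIPR kinetic read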
* marks the source's active call; other numbers are inactive results; . = no result given.

Preview (two entries):
SMILES	V1R ag counter	NALP1 yeast inh	MEKK2wt PB1 HTS	MEKK3 PB1 HTS	PHOSPHO1 inh	GalR3 antagonist	MEKK2 mut-MEK5	GPR7 antag	OXTR agonist
COc1ccc(S(=O)(=O)NCC(=O)NC2CC2)cc1OC	1.0	-1	102	100	28	-2	4	-8	0.0
O=C(O)c1c(-c2ccccc2)nnc2ccccc12	0.1	25	102	102	.	-11	8	-16	0.5

All compounds of this part (from the top)
SMILES	V1R ag counter	NALP1 yeast inh	MEKK2wt PB1 HTS	MEKK3 PB1 HTS	PHOSPHO1 inh	GalR3 antagonist	MEKK2 mut-MEK5	GPR7 antag	OXTR agonist
COc1ccc(S(=O)(=O)NCC(=O)NC2CC2)cc1OC	1.0	-1	102	100	28	-2	4	-8	0.0
O=C(O)c1c(-c2ccccc2)nnc2ccccc12	0.1	25	102	102	.	-11	8	-16	0.5
O=C(CCC(=O)NC1CCCCC1)N/N=C/c1ccncc1	0.5	4	93	101	-12	-3	-6	-7	0.2
O=Cc1ccc(-c2cc(Cl)ccc2Cl)[nH]1	-1.1	9	88	93	15	4	-7	-3	-2.7
COC(=O)c1cc(=O)nc2sc(-c3ccc(F)cc3)nn12	-0.3	-8	101	102	95*	.	-3	4	0.6
COc1ccc(NS(=O)(=O)c2cc3c(cc2C)N(C)CCO3)c(OC)c1	0.7	8	103	101	23	.	3	8	-0.6
CCOC(=O)C1(Cc2cccc(OC)c2)CCN(Cc2cccnc2)CC1	0.5	-10	94	98	-10	-7	-13	-4	0.1
Cc1ccccc1CC(=O)N1CCCC1	0.7	-12	98	99	14	1	4	-4	0.6
CCCCOc1ccc(C(=O)Oc2cc(C)[nH]c(=O)c2[N+](=O)[O-])cc1	1.4	14	100	103	60	-8	1	-2	-0.3
Cc1ccc(N2C(=O)c3cccc(Oc4ccc(Cl)cc4)c3C2=O)c(C)c1	0.0	27	98	98	3	-4	-1	-1	1.0
Cn1c2ccccc2c(=O)c2ccc(C#CC3(O)CCCCC3)cc21	3.5	8	99	101	-19	-7	-2	-6	6.7
Cc1cc(C(=O)CSc2nnc3c(Cl)cc(Cl)cn23)c(C)n1C	-0.5	-2	93	93	-72	0	-2	-5	0.4
Cn1c(=O)c(=O)n(C)c2cc(S(=O)(=O)N3CCCC3C(=O)NCc3cccnc3)ccc21 (configuration not stated)	0.6	1	91	90	24	-6	-10	-2	-0.5
CCC(C)c1ccccc1NC(=O)c1[nH]c(C)c(C(C)=O)c1C (configuration not stated)	0.5	15	104	103	32	-8	1	-4	1.9
COc1ccc(S(=O)(=O)N2CCN(S(=O)(=O)c3ccc(C(F)(F)F)cc3)CC2)cc1C	-1.1	3	.	.	9	-4	.	5	0.0
Cc1cccc(C)c1N1CCN(S(=O)(=O)N2CCOCC2)CC1	3.0	4	104	102	0	-6	11	9	4.7
CCNc1nc(SCCOc2ccc(Br)cc2)nc(N(C)C)n1	1.2	-3	109	111	15	-6	-8	5	-0.2
NC(=O)CN1CCCC1c1ccc2c(c1)OCCO2 (configuration not stated)	1.1	15	95	100	32	-7	-2	-16	0.5
CCOc1ccc(CCNC(=O)CCNS(=O)(=O)c2ccc(Br)cc2)cc1OCC	1.9	6	102	98	18	0	5	-17	-0.5
N#Cc1c(N)nc(SCC(=O)OCc2ccccc2)c(C#N)c1-c1ccco1	1.9	0	114	113	11	-5	2	8	-0.3
CCOC(=O)C1=C(c2ccccc2)ON(C)C1c1ccccc1 (configuration not stated)	-0.7	34	93	95	4	-8	-2	-8	-1.8
COC(=O)C1=C(C)N(CCc2c[nH]c3ccccc23)C(=O)/C1=C\N(C)C	2.0	-6	103	100	50	-3	2	-10	2.2
Cc1ccc(NC(=O)C(=O)NC(C)C2COc3ccccc3O2)cc1 (configuration not stated)	1.0	15	108	108	45	-4	6	-10	-2.3
CSCCC(NS(=O)(=O)c1ccc2c(c1)oc(=O)n2C)C(=O)NC1CCCCC1 (configuration not stated)	-0.1	19	108	105	-14	.	5	-9	-0.6
C=CCN(C(=O)c1cccc(N2C(=O)C3CC=CC(C)C3C2=O)c1)c1ccccc1 (configuration not stated)	-0.8	-2	100	103	3	-7	0	-1	-2.2
CN1CCc2c(C#N)c(N3CCCCC3)nc(NCc3ccccc3)c2C1	-0.6	7	152	105	8	-5	18	4	4.2
CC(C)=CCc1c(O)cc2c(c1O)C(=O)CC(c1ccccc1)O2 (configuration not stated)	0.2	.	99	102	.	0	1	.	3.9
O=C1OCc2cc(-n3cccc3)ccc21	-0.1	2	88	99	-5	8	-9	1	0.2
Cc1cc(C)nc(N(C#N)CC(=O)N(c2ccccc2)C(C)C)n1	0.2	16	96	101	23	3	-3	-4	-1.9
CCOC(=O)c1sc(Nc2nc3cc4c(cc3s2)OCO4)cc1C	-0.5	-11	124	116	-3	-1	-22	-6	-1.3
CSc1nc(=S)n(Cc2ccccc2)c(C)c1C(C)=O	-0.1	20	98	94	9	-3	-2	-2	-1.0
O=C(Cc1ccccc1)NCC(=O)Nc1cccc(Cl)c1	0.8	21	100	100	12	-1	-1	-10	1.6
CC1CC(C)CN(S(=O)(=O)c2ccc3c(c2)C(C)(C)C(=O)N3C)C1 (configuration not stated)	-1.4	23	97	97	41	-7	3	6	-0.5
CCCn1nnnc1NCc1ccc(Cl)cc1Cl	-1.1	-8	100	100	-6	-1	5	-15	-1.6
Cc1ccc(S(=O)(=O)N2CC(O)CC2C(=O)OCc2nc3sc(C)c(C)c3c(=O)[nH]2)cc1 (configuration not stated)	-0.3	19	91	89	-4	-1	-4	11	-2.5
Cc1ccc(OCCC(=O)N2CCN(c3ccc(O)cc3)CC2)cc1	1.3	38*	100	99	0	-3	2	-2	-0.1
Cc1ccc(-c2nnc(SCc3nc4ccccc4[nH]3)n2Cc2ccco2)cc1	5.5	21	.	.	94*	-7	.	3	4.4
Cc1ccccc1C(=O)NC(=S)Nc1ccccc1C(=O)O	0.0	-35	98	106	-4	-8	0	-12	-1.7
O=C(Cn1cnc2c(nnn2Cc2ccc(F)cc2)c1=O)Nc1ccc2c(c1)OCCO2	-0.3	6	94	94	38	-9	-4	-8	0.6
Cc1cc(Br)ccc1SCC(=O)OCC(=O)Nc1ccccc1C#N	1.4	26	90	100	3	-1	10	-1	-0.1
CC(=O)c1ccc(NC(=S)NCCc2ccccn2)cc1	1.0	18	101	104	-11	1	-1	1	-0.7
O=C(CCc1nc(-c2ccc(Cl)cc2)no1)NC1CCCC1	8.6	14	103	103	26	1	1	-1	4.6
CCOc1ccccc1C(=O)NC(C)c1ccc(-n2ccnc2)cc1 (configuration not stated)	1.1	9	112	105	38	0	10	2	0.2
COc1cc(OC)c(NC(=O)Cn2cccc2)cc1Cl	-0.6	-11	113	111	2	-6	9	1	-1.3
Cc1ccccc1OCC(O)Cn1c(NCc2ccco2)nc2c1c(=O)[nH]c(=O)n2C (configuration not stated)	-0.3	-3	96	100	-12	2	2	-7	-1.4
O=C(CSCc1c(Cl)cccc1Cl)Nc1nccs1	-0.5	2	98	105	13	-4	4	4	11
Cc1cc(NC(=O)c2cc(-c3cccs3)nc3ccccc23)no1	0.2	30	109	105	-2	.	5	-3	-2.0
O=C(CCN1C(=O)C2C3C=CC(C3)C2C1=O)Nc1ccc2ncccc2c1 (configuration not stated)	0.6	20	104	102	-1	-1	-2	-8	0.8
CCC(=O)Nc1cc(C(=O)NCC2CCCN2CC)c(OC)cc1N(C)C (configuration not stated)	-0.1	-1	107	106	17	-4	6	-8	0.7
O=C(CSc1ncnc2nc[nH]c12)c1ccc([N+](=O)[O-])cc1	-0.2	26	79	81	34	-3	-24	2	0.2
CC1CN(CCOCCSc2ccccc2)CC(C)O1 (configuration not stated)	1.0	10	100	102	-26	-4	1	0	-0.4
O=C(NN=C1CCCCC1)c1ccccc1OCc1ccc(F)cc1	-0.5	26	95	96	-3	-10	-2	6	-1.8
CC(C)(C)c1cc(C(=S)N2CCCC2)cc(C(C)(C)C)c1O	.	-8	104	105	.	-10	0	-21	.
Cn1nnnc1SCSc1nnnn1C	0.8	11	102	95	-42	1	0	-3	0.6
CC(C)c1ccc(N(CC(=O)NCc2ccc(F)cc2)C(=O)c2csnn2)cc1	-0.2	3	95	100	41	-8	-3	1	-2.2
CC/C(=N\NC(=O)c1ccoc1C)c1ccc(C)o1	0.2	16	99	100	-31	4	0	-7	1.1
Clc1ccc(N=C2SCC3CCCCN23)cc1 (configuration not stated)	1.8	-2	98	101	-93	-5	2	-15	-1.6
COc1ccc2nc(NNC(=O)C3COc4ccccc4O3)sc2c1 (configuration not stated)	0.5	20	92	90	-4	.	-6	1	-0.3
Cc1cc(C)cc(NC(=O)Nc2c(Br)cnn2C)c1	0.8	17	100	96	-6	.	2	0	0.3
COC(=O)c1c(NC(C)=O)sc2c1CCCCC2	-0.3	35	105	106	42	-5	-1	-5	-1.6

More structures
SMILES	V1R ag counter	NALP1 yeast inh	MEKK2wt PB1 HTS	MEKK3 PB1 HTS	PHOSPHO1 inh	GalR3 antagonist	MEKK2 mut-MEK5	GPR7 antag	OXTR agonist
Cc1ccc2cc(CN(CC(C)C)C(=O)C3CCCO3)c(=O)[nH]c2c1 (configuration not stated)	0.1	27	97	100	18	0	0	3	0.1
Cn1c(SCC(=O)Nc2ccc3c(c2)n(C)c(=O)n3C)nnc1-c1ccncc1	0.6	-5	94	98	37	-7	2	-6	0.5
C/C(Cl)=C\COc1cc(C)nc2c(Br)cccc12	-0.8	29	95	102	-20	-4	-1	-5	-3.0
CCN(C(=O)c1c(C)cc(=O)oc1C)c1ccc2c(c1)OCO2	1.6	0	104	103	18	-8	-1	-7	0.8
O=C(CN1CCN(S(=O)(=O)c2ccccc2[N+](=O)[O-])CC1)NC(=O)NCc1ccco1	0.2	3	.	.	5	-5	.	-12	-0.5
Cc1nn(C)cc1S(=O)(=O)N1CCCC(C(=O)O)C1 (configuration not stated)	1.7	14	82	90	-7	-3	-12	-2	1.5
Cc1c(C(c2ccc([N+](=O)[O-])cc2)c2c(C)n(C)n(-c3ccccc3)c2=O)c(=O)n(-c2ccccc2)n1C	-0.5	12	110	102	-25	0	4	-3	-1.2
Cc1cc(-c2cccs2)nc(-n2cccc2)n1	-0.5	-9	99	102	-12	-1	0	-11	-2.0
O=C(N/N=C/c1ccc(Br)o1)/C(=C/c1ccc([N+](=O)[O-])cc1)NC(=O)c1ccccc1	-0.5	6	100	107	18	3	1	-14	-1.1
O=C(Nc1cccc(NC(=O)c2ccc(-c3cccc(Br)c3)o2)c1)c1ccco1	0.7	4	96	100	-26	-1	-2	0	-0.1
CCN(CC)c1ccc(/C=N/N2C(=O)c3ccccc3C2=O)cc1	-0.6	1	102	104	-2	-3	-2	0	-2.7
O=C(/C=C/c1cccc(F)c1)Nc1nccs1	-0.3	8	105	101	11	-9	0	3	-0.6
COc1ccc(OC(=O)COc2ccc(Cl)cc2)cc1	1.7	-7	107	105	34	-8	4	-10	1.9
